Compound activity: PubChem BioAssay, Broad Institute
SIRT5 inh: inhibitors of human sirtuin-5 desuccinylase. Q9NXA8. Purified SirT5, succinyl-peptide AMC, trypsin-coupled fluorescence. inhibition, % at 15 µM. 1.1% of 330,000 active. AID 652115; in the data active means inhibition above about 15%
Target sequence (Q9NXA8 whole entry, looked up): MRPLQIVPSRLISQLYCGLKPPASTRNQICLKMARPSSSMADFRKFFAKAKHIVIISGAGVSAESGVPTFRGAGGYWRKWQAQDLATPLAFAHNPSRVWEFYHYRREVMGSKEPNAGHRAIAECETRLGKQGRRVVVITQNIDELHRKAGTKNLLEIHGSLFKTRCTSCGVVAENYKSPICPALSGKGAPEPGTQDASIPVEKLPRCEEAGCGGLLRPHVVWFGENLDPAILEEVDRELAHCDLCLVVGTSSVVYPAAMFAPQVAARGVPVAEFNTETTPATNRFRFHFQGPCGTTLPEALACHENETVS
Casp6 inh: caspase-6 (human) enzyme inhibition. 0.53% of 350,000 active. inhibition, % at 12.5 µM. purified caspase-6, Z-VEID-R110 cleavage fluorescence;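 active means mean inhibition across replicates at least about 35%, with every replicate also reaching that limit, limit read from the data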;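 further: 0% = median of neutral control wells and 100% = no fluorescence left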
Target sequence (P55212 24-179 limits assumed): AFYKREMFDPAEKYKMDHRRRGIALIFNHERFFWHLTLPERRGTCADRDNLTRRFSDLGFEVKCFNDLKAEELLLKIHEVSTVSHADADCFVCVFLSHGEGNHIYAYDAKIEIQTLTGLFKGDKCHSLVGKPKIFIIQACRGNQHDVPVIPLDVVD
Target sequence (P55212 194-293 limits assumed): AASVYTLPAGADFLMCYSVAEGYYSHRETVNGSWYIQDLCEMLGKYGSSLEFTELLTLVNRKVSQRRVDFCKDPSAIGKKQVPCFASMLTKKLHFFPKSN
FN deposition inh: fibronectin deposition inhibition. 0.086% of 350,000 active. inhibition, % at 12.6 µM. AID 743247. AH1F fibroblasts, Alexa488-fibronectin deposition fluorescence, overnight;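 active means mean inhibition across replicates of 30% or more, regardless of how many single replicates reach that level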;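 further: positive control wells lacked labelled fibronectin entirely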
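Assay system: AH1F fibroblasts / Quantity: 10000 cells per well / Medium: DMEM plus 2% serum, read in PBS / Reagent: labelled fibronectin 24 nM / Dosing: single dose, pinned / Times: 1 h cell attachment, overnight exposure to compound and label / Signal: fluorescence, ex 485 nm, em 525 nm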
S100A4 inh HTS: blocks human S100A4 binding to myosin IIA peptide; AID 652163; S100A4/TAMRA-MyoIIA peptide fluorescence polarization; 0.14% of 360,000 active; P26447; inhibition, % at 10.7 µM;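 active means mean inhibition of at least 70% across replicates, with every replicate also reaching that level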
Target sequence (P26447 whole entry, looked up): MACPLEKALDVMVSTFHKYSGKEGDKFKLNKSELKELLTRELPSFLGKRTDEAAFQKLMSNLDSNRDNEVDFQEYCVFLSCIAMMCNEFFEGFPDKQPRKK
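System – human S100A4 monomer protein, biochemical binding assay · Buffer or medium – Calcium-containing HEPES buffer, pH 7.2 · Timing – 5 min between mix addition and reading · Also added – TAMRA-labelled myosin IIA heavy-chain peptide probe, 5 nM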
esBAF inh: inhibitors of esBAF chromatin remodeling in mouse ES cells | Bmi1-luciferase knock-in reporter, 24 h; 100% = twice the neutral-well signal | reporter increase, % at 12.5 µM | 2% of 350,000 active; in the data active means activation above about 40%;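 further: 0% = median of the plate's neutral control wells and 100% = double that signal; a rise in the Bmi1 reporter signal indicates esBAF inhibition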
LGR2 inh: blocks bursicon-induced cAMP signaling via Drosophila LGR2. HEK293 LGR2, CRE-luciferase, bursicon-stimulated, 4 h. inhibition, % at 9.99 µM. 0.35% of 380,000 active. AID 720647;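 active means drop in luminescence signal, shown as inhibition above about 50% in the replicate tests, limit read from the data, passing the limit was not always enough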;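 further: agonist challenge used bursicon conditioned medium at about half maximal strength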
C2C12 statin: suppression of simvastatin myotoxicity | C2C12 myotubes + simvastatin, ATP luminescence, 48 h; scaled: DMSO 0, geranylgeraniol control 100 | rescue of ATP level, % at 7.49 µM | 0.78% of 330,000 active;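 active means mean ATP rescue above about 67%, or every replicate alone reaching that limit, limit read from the data, passing the limit was not always enough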;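 further: myotubes were challenged with 10 µM simvastatin during compound exposure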
The depositor's hits bear a star.

C[C@@H]1CN([C@@H](C)CO)C(=O)Cc2cc(NC(=O)Nc3ccccc3)ccc2O[C@H]1CN(C)Cc1ccc(Cl)c(Cl)c1 was read as SIRT5 inh 5, Casp6 inh -2, S100A4 inh HTS -6, esBAF inh -3, LGR2 inh 18 and C2C12 statin -33.
For COc1ccc(-c2ccc3c(c2)[C@@H]2[C@@H](CCN2S(=O)(=O)c2ccccc2C)[C@@H](CO)N3C)cc1 the results were FN deposition inh -24, esBAF inh 5, LGR2 inh 6 and C2C12 statin -2.
CC(=O)Nc1ccc(S(=O)(=O)NCC2CCC(C(=O)NCCC3=CCCCC3)CC2)cc1 (stereo not given) was read as SIRT5 inh 0, Casp6 inh -4, S100A4 inh HTS 1, esBAF inh 6, LGR2 inh -5 and C2C12 statin -6.
For C/C(=N\NC(=O)c1cc(-c2cccc([N+](=O)[O-])c2)n[nH]1)c1ccc(F)cc1 the results were SIRT5 inh 0, Casp6 inh 1, FN deposition inh 4, S100A4 inh HTS -1 and LGR2 inh -5.
O=C(C1CCCC1)N1CC2(C1)[C@@H](c1ccccc1)[C@@H](CO)N2Cc1ccccc1F was read as SIRT5 inh 2, Casp6 inh 0, FN deposition inh -2, S100A4 inh HTS 19 and LGR2 inh -7.
`CN(C)c1ccc(C(=O)N2CCCC2)cc1` gave SIRT5 inh 2, Casp6 inh 0, FN deposition inh 5 and S100A4 inh HTS -4.
Screening O=C(C[C@H]1C[C@@H]2c3cc(NC(=O)C4CCOCC4)ccc3O[C@@H]2[C@H](CO)O1)NCc1cccnc1 returned SIRT5 inh -2, Casp6 inh 2, FN deposition inh -3, S100A4 inh HTS 8, esBAF inh 4, LGR2 inh -4 and C2C12 statin 5.
O=[N+]([O-])c1ccc(C(O)CN2CCN(Cc3ccccc3)CC2)cc1 (stereo not given) was read as SIRT5 inh 1, Casp6 inh -1, FN deposition inh -1, S100A4 inh HTS -3, esBAF inh 1, LGR2 inh 1 and C2C12 statin 6.
Screening O=C1C2C3C=CC(C2C(=O)N1c1nccs1)C1C(=O)N(c2nccs2)C(=O)C31 (stereo not given) returned SIRT5 inh -6, Casp6 inh 9, FN deposition inh -1, S100A4 inh HTS -1, esBAF inh -8, LGR2 inh 7 and C2C12 statin 7.
COc1ccc(CC(=O)OCC(=O)c2c[nH]c3ccccc23)cc1 was read as SIRT5 inh 0, Casp6 inh 3, FN deposition inh 2, S100A4 inh HTS -6, esBAF inh 1, LGR2 inh -12 and C2C12 statin 5.
CC(C)C(C)NC(=O)COc1ccc(S(=O)(=O)N2CCOCC2)cc1Cl (stereo not given) was read as SIRT5 inh 1, Casp6 inh -1, FN deposition inh -6, S100A4 inh HTS -1, esBAF inh -14, LGR2 inh -3 and C2C12 statin 4.
Screening C[C@@H]1CCCCO[C@@H](CN(C)CC2CCCCC2)[C@@H](C)CN([C@@H](C)CO)C(=O)c2cc(NC(=O)Nc3ccc4c(c3)OCO4)ccc2O1 returned SIRT5 inh -2, Casp6 inh 0, S100A4 inh HTS 7, esBAF inh 3, LGR2 inh -11 and C2C12 statin -14.
Cc1nnc(SCC(=O)N(CC(C)C)C2CCS(=O)(=O)C2)s1 (stereo not given) was read as SIRT5 inh 3, Casp6 inh -5, FN deposition inh 0, S100A4 inh HTS -3, esBAF inh -6, LGR2 inh -8 and C2C12 statin -5.
`COc1ccc(C2C3=C(OC(C)=O)c4ccccc4C3=Nc3c2c(=O)n(C)c(=O)n3C)cc1` (stereo not given) gave FN deposition inh 10, S100A4 inh HTS -4, esBAF inh 0 and C2C12 statin -4.
C[C@H](CO)N1C[C@H](C)[C@H](CN(C)C(=O)C2CC2)Oc2cc(C#C[C@@H](C)O)ccc2S1(=O)=O was read as SIRT5 inh 3, Casp6 inh -1, FN deposition inh -11, S100A4 inh HTS -7, esBAF inh -9, LGR2 inh -8 and C2C12 statin -7.
Screening O=C(OCC(=O)N1CCN(S(=O)(=O)c2ccc(Cl)cc2)CC1)C1CCC1 returned SIRT5 inh -3, Casp6 inh -1, FN deposition inh -3, S100A4 inh HTS -10, esBAF inh -2, LGR2 inh -16 and C2C12 statin -5.
For C[C@@H]1CCCCO[C@@H](CN(C)Cc2ccc(C(F)(F)F)cc2)[C@@H](C)CN([C@@H](C)CO)C(=O)c2cc(NC(=O)NC3CCCCC3)ccc2O1 the results were SIRT5 inh 11, Casp6 inh 1, S100A4 inh HTS -19, esBAF inh -4 and LGR2 inh 29.
`CCCC1(c2ccccc2)NC(=O)N(CC(=O)Nc2ccccc2C(F)(F)F)C1=O` (stereo not given) gave SIRT5 inh 2, Casp6 inh -8, FN deposition inh 1, S100A4 inh HTS -3, esBAF inh 0, LGR2 inh 8 and C2C12 statin 8.
Screening Cc1c(C)c2ccc(OCC(=O)N3CCN(c4ccc(F)cc4)CC3)c(C)c2oc1=O returned SIRT5 inh 2, Casp6 inh 2, FN deposition inh 11, S100A4 inh HTS -3, esBAF inh 3, LGR2 inh 4 and C2C12 statin -21.
`O=[N+]([O-])c1ccc(N2CCCCC2)cc1N1CCOCC1` gave SIRT5 inh 5, Casp6 inh 0, FN deposition inh 6, S100A4 inh HTS -3 and LGR2 inh 4.
Cn1ncc(Br)c1C(=O)NC1C2CC3CC(C2)CC1C3 (stereo not given) was read as SIRT5 inh 3, Casp6 inh 0, FN deposition inh 8, S100A4 inh HTS 3 and LGR2 inh 4.
`Cn1nc(C(=O)Nc2ccc(S(=O)(=O)N3CCCCC3)cc2)c2ccccc2c1=O` gave SIRT5 inh -3, Casp6 inh 1, FN deposition inh 1, S100A4 inh HTS -5, esBAF inh 6, LGR2 inh -29 and C2C12 statin 7.
`N#C[C@H]1[C@@H](c2ccccc2)[C@H](CO)N1C(=O)c1cc(Cl)cc(Cl)c1` gave SIRT5 inh -2, Casp6 inh 5, FN deposition inh 4, S100A4 inh HTS 6, esBAF inh -1, LGR2 inh -6 and C2C12 statin 0.
`O=C(/C=C/Nc1ccc(Br)cn1)c1cccc(OC(F)F)c1` gave SIRT5 inh -1, Casp6 inh 2, FN deposition inh -3, S100A4 inh HTS 5, esBAF inh 68*, LGR2 inh -85 and C2C12 statin -2.
O=C(O)CSCC(=O)NCc1ccccc1 was read as SIRT5 inh -1, Casp6 inh 1, S100A4 inh HTS -1, esBAF inh -8, LGR2 inh 7 and C2C12 statin 20.
CCC1NC(=O)c2cccnc2-n2c1nc1ccc(F)cc1c2=O (stereo not given) was read as SIRT5 inh -3, Casp6 inh -2, FN deposition inh -7, S100A4 inh HTS 6, esBAF inh -5, LGR2 inh -9 and C2C12 statin 3.
COc1ccc(C(=O)NC(=S)NCCc2ccccc2)cc1 was read as SIRT5 inh 0, Casp6 inh -2, FN deposition inh 1, S100A4 inh HTS 1 and LGR2 inh -10.
For Nc1nnn(CC(=O)N/N=C/c2ccncc2)n1 the results were SIRT5 inh 0, Casp6 inh -5, FN deposition inh 4, S100A4 inh HTS -3 and LGR2 inh 2.
O=C(Nc1cccc(S(=O)(=O)N2CCCCC2)c1)c1cccs1 was read as SIRT5 inh -1, Casp6 inh 3, FN deposition inh -3, S100A4 inh HTS -1, esBAF inh 5, LGR2 inh -3 and C2C12 statin 4.
`Cc1ccc(S(=O)(=O)N2CCOCC2)cc1C(=O)NCc1ccccn1` gave SIRT5 inh -3, Casp6 inh 5, FN deposition inh -2, S100A4 inh HTS -1, esBAF inh -9, LGR2 inh 7 and C2C12 statin -3.

An excerpt from above in order of molar mass, highest first.
Screening Cc1c(C)c2ccc(OCC(=O)N3CCN(c4ccc(F)cc4)CC3)c(C)c2oc1=O returned SIRT5 inh 2, Casp6 inh 2, FN deposition inh 11, S100A4 inh HTS -3, esBAF inh 3, LGR2 inh 4 and C2C12 statin -21.
Screening O=C(OCC(=O)N1CCN(S(=O)(=O)c2ccc(Cl)cc2)CC1)C1CCC1 returned SIRT5 inh -3, Casp6 inh -1, FN deposition inh -3, S100A4 inh HTS -10, esBAF inh -2, LGR2 inh -16 and C2C12 statin -5.
`O=C(/C=C/Nc1ccc(Br)cn1)c1cccc(OC(F)F)c1` gave SIRT5 inh -1, Casp6 inh 2, FN deposition inh -3, S100A4 inh HTS 5, esBAF inh 68*, LGR2 inh -85 and C2C12 statin -2.
O=C(Nc1cccc(S(=O)(=O)N2CCCCC2)c1)c1cccs1 was read as SIRT5 inh -1, Casp6 inh 3, FN deposition inh -3, S100A4 inh HTS -1, esBAF inh 5, LGR2 inh -3 and C2C12 statin 4.

The listing continues.
Screening O=C(NCc1ccccc1)C1=C[C@@H](c2ccccc2)C[C@@H](OCCCCO)O1 returned SIRT5 inh -3, Casp6 inh 0, FN deposition inh -5, S100A4 inh HTS -18, esBAF inh -7, LGR2 inh 3 and C2C12 statin -5.
O=C(C1CCCN(S(=O)(=O)c2cnc[nH]2)C1)N1CCN(c2ccc(Cl)cc2)CC1 (stereo not given) was read as Casp6 inh 4, FN deposition inh -13, S100A4 inh HTS -2, esBAF inh 6, LGR2 inh 12 and C2C12 statin -4.
`COc1ccc(NCCNc2ccc(OC)cc2)cc1` gave FN deposition inh -6, esBAF inh 4 and C2C12 statin -8.
For OC[C@H]1O[C@@H](Oc2ccc(O)cc2)[C@H](O)[C@@H](O)[C@@H]1O the results were SIRT5 inh -6, Casp6 inh -4, FN deposition inh -6, S100A4 inh HTS -1, esBAF inh -1, LGR2 inh 20 and C2C12 statin -2.
`CC(C)C[C@H](NC(=O)c1nc[nH]c1C(=O)N1CCC(C)CC1)C(=O)OCc1ccccc1` gave Casp6 inh 0, FN deposition inh -1, S100A4 inh HTS 3, esBAF inh -1, LGR2 inh 28 and C2C12 statin 3.
COc1ccc2oc(C(=O)Nc3ccccn3)c(C)c2c1 was read as SIRT5 inh 1, Casp6 inh 1, S100A4 inh HTS -9, esBAF inh -49, LGR2 inh -24 and C2C12 statin -8.
`O=C(Cc1nn[nH]n1)Nc1ccc(F)cc1F` gave SIRT5 inh -1, Casp6 inh -2, FN deposition inh 2, S100A4 inh HTS -10 and LGR2 inh -34.
Cc1[nH]c2ccccc2c1C(c1ccncc1)N1CCCCC1 (stereo not given) was read as SIRT5 inh 1, Casp6 inh -5, FN deposition inh 0, S100A4 inh HTS 7 and LGR2 inh -2.
Screening Cc1c(C(=O)NCc2cccnc2)oc2ccc(S(=O)(=O)N3CCCCC3)cc12 returned FN deposition inh -9, esBAF inh 16, LGR2 inh 5 and C2C12 statin -38.
CC1CCN(c2nncc3ccccc23)CC1 was read as SIRT5 inh 0, Casp6 inh -5, S100A4 inh HTS -7, esBAF inh 2, LGR2 inh -18 and C2C12 statin 28.
For C=CC[C@@H](CC(=O)N(CCO)Cc1ccccc1)C(=O)N[C@H](COC(=O)[C@@H](CC=C)Cc1ccc(F)cc1)Cc1ccccc1 the results were Casp6 inh 2, FN deposition inh -5, S100A4 inh HTS 5, esBAF inh -1, LGR2 inh -3 and C2C12 statin -2.
For CCOc1ccc(OCCSc2nc(N)cc(=O)[nH]2)cc1 the results were SIRT5 inh 1, Casp6 inh 0, FN deposition inh 3, S100A4 inh HTS 6 and LGR2 inh -21.
Screening Cn1c(C(=O)NCc2ccccn2)cc2c(=O)n3ccccc3nc21 returned esBAF inh 54*, LGR2 inh -21 and C2C12 statin 8.
Screening O=C1C2ON(c3ccccc3)C(c3ccncc3)C2C(=O)N1c1ccc(N2CCOCC2)cc1 (stereo not given) returned Casp6 inh 5, FN deposition inh -2, S100A4 inh HTS 1, esBAF inh -4, LGR2 inh -1 and C2C12 statin 6.
Screening S=c1[nH]nc(-c2ccccc2)n1Cc1ccccc1 returned FN deposition inh 2, esBAF inh -4 and C2C12 statin 8.
For COC(=O)C1=C(CS(=O)(=O)c2ccccc2)NC(=O)NC1c1ccccc1 (stereo not given) the results were SIRT5 inh -2, Casp6 inh -2, FN deposition inh 0, S100A4 inh HTS -4, esBAF inh -2, LGR2 inh 9 and C2C12 statin 17.
For CCOC(=O)C1=CCC(c2ccc(F)cc2)N(S(=O)(=O)c2ccc(C)cc2)C1 (stereo not given) the results were SIRT5 inh 1, Casp6 inh 5, FN deposition inh -8, S100A4 inh HTS -2, esBAF inh 4, LGR2 inh -7 and C2C12 statin 10.

Some of the compounds tested; the hit share may differ from the screen's.
